NadD inh: blocks S. aureus nicotinate mononucleotide adenylyltransferase | purified NadD enzyme, colorimetric absorbance read-out | AID 602399 | inhibition, % at 20 µM | actives 0.78% (n = 360,000); in the data active = inhibition above about 26%; note: some compounds past the cut are filed as inactive
SKN-1 inh: inhibitors of C. elegans SKN-1 | AID 624304 | inhibition, % at 21.8 µM | C. elegans VP596 Pgst-4::GFP/RFP ratio, acrylamide-induced, 24 h | actives 0.49% (n = 360,000);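 active = interference check ratio from 0.5 to 1.5 plus GFP to RFP signal ratio inhibition reaching or exceeding a fixed threshold, cut at about 30% in these data, passing the limit was not always enough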; note: some compounds called inactive have numbers as strong as hits
Scp-1 inhibitor: blocks human Scp-1 phosphatase activity; Q9GZU7; Recombinant Scp1, phosphopeptide, malachite green phosphate absorbance; inhibition, % at 20 µM; actives 0.88% (n = 340,000); AID 493091;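 active = inhibition above about 50% at 20 µM, limit read from the data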;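 note: plate controls were DMSO wells with enzyme for no effect and wells lacking enzyme for full effect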
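System: truncated SCP-1 phosphatase (76-261aa); medium: Tris acetate buffer pH 5.5 with MgCl2 and Tween-20; incubation: 45 min room-temperature reaction, 5 min colour, 30 min stabiliser; compound: single 20 µM dose, 1% DMSO; reagent: Phosphorylated 17-residue peptide substrate; read-out: % inhibition at 20 µM; technique: colorimetric free-phosphate detection, absorbance 630 nm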
LMPTP inh: LMPTP (human) inhibition; P24666; recombinant LMPTP-A, OMFP fluorogenic substrate, fluorescence intensity; inhibition, % at 20 µM; actives 0.22% (n = 360,000);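 active = compounds that cut the enzyme signal by at least half of the control window in the single-dose screen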;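 note: plate controls were DMSO wells with enzyme plus substrate for no effect and substrate without enzyme for full effect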
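Test system: LMPTP-A phosphatase enzyme; input: 0.625 nM LMPTP-A final; reagent: OMFP substrate, 400 µM final; compound dosing: 20 µM single dose, 3% DMSO; incubation: 50 min dark incubation at room temperature; measured by: endpoint fluorescence intensity from OMFP dephosphorylation; measure: % inhibition relative to no-enzyme and uninhibited control wells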
STEP inh: blocks human striatal-enriched tyrosine phosphatase; P54829; recombinant STEP, OMFP fluorogenic substrate, fluorescence; inhibition, % at 20 µM; actives 0.25% (n = 360,000);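 active = inhibition at 20 µM, scaled per plate between control wells, above about 37%, limit read from the data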;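 note: 0% = DMSO with enzyme and substrate and 100% = substrate only without enzyme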
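material = STEP tyrosine phosphatase | reagent = fluorogenic phosphatase substrate OMFP at 25 µM final | doses = single compound dose of 20 µM, 1% DMSO final | schedule = 20 min reaction, room temperature, in the dark | measured by = fluorescence, 480/540 nm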
MT1-MMP act inh: blocks activation of human MT1-MMP. P50281. GFP/RFP ratio change, % at 20 µM. AID 651647. HT1080 RFP-PRO-GFP cells, GFP/RFP ratio fluorescence, overnight; percent of plate control window, DMSO zero. actives 0.061% (n = 360,000);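 active = GFP/RFP ratio change of at least 30% with cell ATP level not reduced by more than half and red fluorescence within 50% of control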; note: strong numbers were not always called active
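Material: RFP-PRO-GFP reporter HT1080 cells. Dosing: single-point 20 µM compound, 1% DMSO. Controls: DMSO and RFP-L50D-GFP cell wells. Timing: cells overnight before dosing, compound overnight, 37 °C, 5% CO2. Measure: GFP/RFP fluorescence ratio.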
CendR NRP1 mod: alters CendR peptide binding to human NRP-1; O14786; FAM-RPARPAR peptide binding to NRP-1, fluorescence polarization; inhibition, % at 25 µM; actives 0.85% (n = 360,000); AID 602438;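 active = inhibition or corrected inhibition above about 18%, plus a signal ratio from 0.5 to 1.5, limit read from the data, passing the limit was not always enough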; note: strong numbers were not always called active
Rpn11 block: blocks the human proteasome subunit Rpn11; O00487; human 26S proteasome, Ub4-pepOG fluorescence polarization; 20S core pre-blocked with epoxomicin; calls only at 20 µM; actives 0.59% (n = 360,000); AID 588493;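 active = inhibition at 20 µM, scaled to each plate's controls, above about 33%, limit read from the data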
SUMO1-SIM PPI: modulators of human SUMO1-mediated protein-protein interactions. P63165. SUMO1 binding to a labelled peptide, TR-FRET, 1 h. AID 602429. actives 0.33% (n = 360,000). inhibition, % at 20 µM; in the data active = inhibition above about 37%
DNMT1 block: blocks human DNA methyltransferase DNMT1; DNMT1 molecular beacon, Hinp1I cleavage, fluorescence; inhibition (reported as % activation of signal), % at 10 µM; actives 0.83% (n = 360,000); in the data active = inhibition above about 50%
Target sequence (P26358 504-1616 limits assumed): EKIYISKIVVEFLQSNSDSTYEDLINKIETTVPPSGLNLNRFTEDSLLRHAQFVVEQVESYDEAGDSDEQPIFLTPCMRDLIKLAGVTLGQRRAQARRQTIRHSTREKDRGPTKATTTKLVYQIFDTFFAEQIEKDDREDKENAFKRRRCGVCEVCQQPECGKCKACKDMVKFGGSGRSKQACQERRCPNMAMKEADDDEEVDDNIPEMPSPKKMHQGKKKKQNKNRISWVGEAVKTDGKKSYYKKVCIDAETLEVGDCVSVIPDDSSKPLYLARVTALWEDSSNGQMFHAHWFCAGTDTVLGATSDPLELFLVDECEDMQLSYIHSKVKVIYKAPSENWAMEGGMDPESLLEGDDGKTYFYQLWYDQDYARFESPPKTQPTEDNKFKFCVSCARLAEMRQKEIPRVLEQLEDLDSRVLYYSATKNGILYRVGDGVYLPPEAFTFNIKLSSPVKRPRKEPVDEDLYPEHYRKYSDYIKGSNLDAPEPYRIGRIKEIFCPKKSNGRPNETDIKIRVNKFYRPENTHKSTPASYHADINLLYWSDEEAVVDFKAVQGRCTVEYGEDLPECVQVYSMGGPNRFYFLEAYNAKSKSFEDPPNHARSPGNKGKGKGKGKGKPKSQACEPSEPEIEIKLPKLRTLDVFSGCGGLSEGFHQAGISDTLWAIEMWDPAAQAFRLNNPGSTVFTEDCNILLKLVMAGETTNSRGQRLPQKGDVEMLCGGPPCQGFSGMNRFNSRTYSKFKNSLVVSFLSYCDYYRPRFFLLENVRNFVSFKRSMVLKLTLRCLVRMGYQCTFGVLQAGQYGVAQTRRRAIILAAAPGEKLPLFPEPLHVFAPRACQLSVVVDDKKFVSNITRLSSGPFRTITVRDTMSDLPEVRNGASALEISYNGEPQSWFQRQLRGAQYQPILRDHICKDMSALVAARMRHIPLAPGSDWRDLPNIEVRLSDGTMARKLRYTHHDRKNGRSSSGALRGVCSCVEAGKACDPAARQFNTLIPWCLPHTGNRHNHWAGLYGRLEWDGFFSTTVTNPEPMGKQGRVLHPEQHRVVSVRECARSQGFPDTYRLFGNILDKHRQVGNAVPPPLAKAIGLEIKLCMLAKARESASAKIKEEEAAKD
Active calls of the source: *; i = inactive; / = not tested or not shown.

SMILES	NadD inh	SKN-1 inh	Scp-1 inhibitor	LMPTP inh	STEP inh	MT1-MMP act inh	CendR NRP1 mod	Rpn11 block	SUMO1-SIM PPI	DNMT1 block
Cc1ccc(NC(=O)CNC(=O)c2ccccc2F)cc1Cl	-7	-10	2	-0.6	-1	0	0	i	-1	3
N#C/C(=C(/O)c1cccc(F)c1)c1nc2ccccc2s1	1	-12	12	3.4	-2	-1	-19	i	1	0
Cc1cc2c(cc1S(=O)(=O)N(C)Cc1ccccc1)n(C)c(=O)c(=O)n2C	2	1	-4	-1.8	-2	3	0	i	2	1
S=c1nc(Cc2ccc(Cl)cc2)[nH]c2ccccc12	4	7	-4	4.2	-1	-5	2	i	0	7
COc1ccc(-c2[nH]ncc2CN2CCC(C(=O)c3ccc(F)cc3)CC2)cc1	-8	-16	-8	-1.3	-2	-2	6	i	2	0
O=C(c1ccc(F)cc1)c1cnc(Nc2ccccc2)s1	-1	10	-6	1.5	-2	-1	4	i	0	5
O=C(NCCCN1CCCC1)c1ccc(CS(=O)(=O)c2ccc(Cl)cc2)o1	-10	-6	-5	1.9	4	-2	7	i	-10	1
CC1(C)Cc2cccc(OCC(=O)OCC(=O)c3ccccc3)c2O1	-3	-1	3	0.5	-1	1	-1	i	6	3
COc1cc2c3c(c1OC)-c1cc4c(cc1CC3(C#N)N(C(=O)c1ccccc1)CC2)OCO4 (stereo not drawn)	7	-19	0	4.4	1	-4	-6	i	-19	-12
C=CCNC(=O)c1c(CSc2ccccc2)noc1C(=O)NCc1ccccc1	-6	5	-8	-0.4	0	-1	4	i	-3	2
CCNC(=S)N1CCc2cc(OC)c(OC)cc2C1COc1ccccc1OC (stereo not drawn)	-4	-3	-7	0.3	8	3	13	i	3	-5
O=C(C[n+]1cc(Br)cc2ccccc21)c1ccc(F)cc1	11	4	-4	0.4	-6	-15	-57	/	-38	4
Cc1ccc(S(=O)(=O)N2CCC3(CC2)OCCN3S(=O)(=O)c2c(C)cc(C)cc2C)cc1	8	19	-11	2.5	-1	-4	-5	i	-4	1
c1cncc(-c2nc3ccccc3[nH]2)c1	4	-4	-8	0.7	1	7	-8	i	3	2
Cc1cc(NC(=O)C2CC2)ncc1NC(=O)C12CC3CC(CC(C3)C1)C2	-1	-18	-2	0.1	8	-5	5	i	2	0
CCCCN(Cc1cc2ccccc2[nH]c1=O)S(C)(=O)=O	-1	6	-5	-2.6	5	-1	5	i	2	12
CN(C)c1ccc(CN(C(=O)c2ccccc2Br)C2CCS(=O)(=O)C2)cc1 (stereo not drawn)	0	-17	-2	-0.5	0	0	4	i	-2	0
COc1ccc(C(C)=O)cc1COC(=O)c1cccnc1SC	-3	5	2	0.2	0	-2	0	i	2	0
COc1ccccc1C1=NC(c2ccc(C)cc2)N=C1C (stereo not drawn)	-3	12	1	1.9	-1	3	-3	i	-1	-4
COc1ccc(Cl)cc1C(=O)NNC(=S)NC(=O)/C=C/c1ccco1	41*	-3	-20	42	6	3	12	i	10	3
Cc1ccc2nc(-c3ccccc3)nn2c1	1	8	-7	-1.1	-2	1	5	i	-3	2
C=CCOC(=O)C1=C(C)NC(=O)NC1c1ccc(OCC)cc1 (stereo not drawn)	2	-3	-5	-0.5	2	5	8	i	0	-3
O=C(c1ccc(Cl)cc1)N1C2C=CC(C2)C1(C(F)(F)F)C(F)(F)F (stereo not drawn)	-4	1	3	-0.8	1	1	0	i	-1	4
CCOC(=O)C1CCCN(C(=O)c2ccc3c(c2)NC(=O)C(N2CCOCC2)S3)C1 (stereo not drawn)	-1	-13	-5	-3.4	-6	-1	-12	i	-3	-1
O=C(NCc1ccco1)/C(=C/c1ccco1)NC(=O)c1ccc(Br)o1	-6	5	10	-0.3	-2	-8	-16	i	-1	19
COc1ccccc1CNC(=O)COc1ccc(C)cc1	-5	1	-10	-0.4	0	2	5	i	2	5
CCOc1ccc(C(=O)NCC(=O)NCCCn2nc(C)cc2C)cc1OCC	16	7	-1	0.0	0	-2	10	i	3	1
C=CCOn1c(C)c(C(C)=O)c2c3no[n+]([O-])c3ccc21	-7	-12	0	-0.8	10	-3	5	i	-11	9
CC(=O)c1cc(CN2CCC(n3nccc3NC(=O)c3ccccc3C)CC2)cs1	3	17	-10	-0.6	-1	-1	2	i	7	-1
CCCCCCOC(=O)CCc1c(C)nc(N)[nH]c1=O	1	2	-7	-1.1	3	-2	14	i	-2	0
CCOC(=O)CNC(=O)CSc1nc2cccnc2n1Cc1ccccc1	-1	3	-2	-1.1	6	-5	11	i	-3	-3
C=Cn1cc(CNC[C@H]2O[C@@H](n3ccc(N)nc3=O)[C@H](O)[C@@H]2O)c(C)n1	4	11	/	-3.6	-1	3	1	i	-1	4
CCOC(=O)c1ccc(-c2ccc3ncnc(N(C)Cc4sccc4C)c3c2)o1	1	2	/	2.5	3	-4	-4	i	-21	-14
CC(C)(C)C(=O)Nc1ncccc1C(O)c1cccc(C(F)(F)F)c1 (stereo not drawn)	-1	3	-4	-0.2	-3	-5	1	i	0	1
COc1ccc(CNS(=O)(=O)c2cc3c4c(c2)CCN4C(=O)CC3)cc1	-2	-5	1	-0.2	2	-2	0	i	1	2
COc1ccc(N2CCN(C(=O)c3ccccc3N(C)S(=O)(=O)c3ccc(C)cc3)CC2)cc1	-4	-4	-1	0.3	-3	1	8	i	9	-1
CC(C)CNC(=O)COC(=O)c1cc(Cl)cc(Cl)c1N	0	19	-7	0.4	-1	-4	-3	i	-1	0
CN(c1ccc(OCC(=O)OCC(=O)NC2CCCC2)cc1)S(=O)(=O)c1ccc2ccccc2c1	-4	10	-4	2.7	1	1	-11	i	1	-1
Cc1cc(Br)ccc1NC(=O)CNC(=O)Cn1ncc(Cl)c(Cl)c1=O	0	-9	-6	-0.1	-2	-29	-12	i	-9	6
Clc1ccccc1CN1CCN(c2ncccn2)CC1	2	0	-4	0.3	-1	0	3	i	0	1

Arranged by length of the SMILES (lowest first): some entries from above.
SMILES	NadD inh	SKN-1 inh	Scp-1 inhibitor	LMPTP inh	STEP inh	MT1-MMP act inh	CendR NRP1 mod	Rpn11 block	SUMO1-SIM PPI	DNMT1 block
CC(C)(C)C(=O)Nc1ncccc1C(O)c1cccc(C(F)(F)F)c1 (stereo not drawn)	-1	3	-4	-0.2	-3	-5	1	i	0	1
COc1ccc(CNS(=O)(=O)c2cc3c4c(c2)CCN4C(=O)CC3)cc1	-2	-5	1	-0.2	2	-2	0	i	1	2
COc1ccc(N2CCN(C(=O)c3ccccc3N(C)S(=O)(=O)c3ccc(C)cc3)CC2)cc1	-4	-4	-1	0.3	-3	1	8	i	9	-1

New compounds follow
SMILES	NadD inh	SKN-1 inh	Scp-1 inhibitor	LMPTP inh	STEP inh	MT1-MMP act inh	CendR NRP1 mod	Rpn11 block	SUMO1-SIM PPI	DNMT1 block
O=C(CSc1ccc(Cl)cc1)N1CCN(c2ncc(C(F)(F)F)cc2Cl)CC1	4	56*	-7	6.4	5	5	7	i	-3	1
O=C(N/N=C/c1cccc([N+](=O)[O-])c1)c1ccc(COc2ccccc2-c2ccccc2)cc1	22	2	-1	2.8	2	-1	-9	i	-2	0
O=C(O)CCCNC(=O)CC1S/C(=N/N=C/c2ccccc2O)NC1=O (stereo not drawn)	-2	4	-6	-2.5	3	1	1	i	-4	2
Cn1cccc1-c1nc2ccc(NC(=O)c3cccs3)cc2[nH]1	-4	8	0	-1.2	-4	6	-14	i	12	-15
COC(=O)CSc1nnc(-c2ccc(S(=O)(=O)N3CCC(C)CC3)cc2)o1	-5	14	-5	-2.4	-7	-1	6	i	-1	3
CCOc1ccccc1NC(=S)NC(=O)CCCOc1ccc(Cl)cc1Cl	-3	-14	-10	0.2	0	6	-4	i	-7	-4
Cc1cc(N2CCN(S(=O)(=O)c3ccc(C)c(C)c3)CC2)c2ccccc2n1	-1	-9	2	46	-2	-8	0	i	-3	-6
Cc1ccc(C(C(=O)NC2CCCC2)N(Cc2cccnc2)C(=O)c2snc(C(N)=O)c2N)o1 (stereo not drawn)	10	6	-4	-1.0	17	16	11	i	-16	-17
Cc1ccc(NC(=O)N(Cc2cccnc2)Cc2ccco2)cc1C	2	5	-11	-0.9	-4	4	-9	i	0	-1
Cn1c(-c2ccc(Cl)cc2)ccc(C#N)c1=O	1	34	-7	0.6	-2	-3	3	i	-1	7
CCN(C)C1CN(Cc2cn(Cc3ccc(OC)cc3)nn2)S(=O)(=O)C1 (stereo not drawn)	9	-14	/	-2.2	/	-4	-9	/	1	/
COc1ccc(CC(=O)NNC(=O)c2ccncc2)cc1	-1	-1	-6	-0.7	1	-1	-2	i	-3	1

Structural class, those above with an aryl methoxy group.
SMILES	NadD inh	SKN-1 inh	Scp-1 inhibitor	LMPTP inh	STEP inh	MT1-MMP act inh	CendR NRP1 mod	Rpn11 block	SUMO1-SIM PPI	DNMT1 block
COc1ccc(-c2[nH]ncc2CN2CCC(C(=O)c3ccc(F)cc3)CC2)cc1	-8	-16	-8	-1.3	-2	-2	6	i	2	0
COc1cc2c3c(c1OC)-c1cc4c(cc1CC3(C#N)N(C(=O)c1ccccc1)CC2)OCO4 (stereo not drawn)	7	-19	0	4.4	1	-4	-6	i	-19	-12
CCNC(=S)N1CCc2cc(OC)c(OC)cc2C1COc1ccccc1OC (stereo not drawn)	-4	-3	-7	0.3	8	3	13	i	3	-5
COc1ccc(C(C)=O)cc1COC(=O)c1cccnc1SC	-3	5	2	0.2	0	-2	0	i	2	0
COc1ccccc1C1=NC(c2ccc(C)cc2)N=C1C (stereo not drawn)	-3	12	1	1.9	-1	3	-3	i	-1	-4
COc1ccc(Cl)cc1C(=O)NNC(=S)NC(=O)/C=C/c1ccco1	41*	-3	-20	42	6	3	12	i	10	3
COc1ccccc1CNC(=O)COc1ccc(C)cc1	-5	1	-10	-0.4	0	2	5	i	2	5
COc1ccc(CNS(=O)(=O)c2cc3c4c(c2)CCN4C(=O)CC3)cc1	-2	-5	1	-0.2	2	-2	0	i	1	2
COc1ccc(N2CCN(C(=O)c3ccccc3N(C)S(=O)(=O)c3ccc(C)cc3)CC2)cc1	-4	-4	-1	0.3	-3	1	8	i	9	-1
CCN(C)C1CN(Cc2cn(Cc3ccc(OC)cc3)nn2)S(=O)(=O)C1 (stereo not drawn)	9	-14	/	-2.2	/	-4	-9	/	1	/
COc1ccc(CC(=O)NNC(=O)c2ccncc2)cc1	-1	-1	-6	-0.7	1	-1	-2	i	-3	1

Source: PubChem
